E coli Lon inh = E. coli protease La inhibition; P0A9M0; purified E. coli Lon protease, fluorescence polarization; inhibition, % at 7.94 µM; hit rate 0.42% among 360,000; AID 602123; in the data active means inhibition above about 13%, passing the limit was not always enough;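 further: 0% = enzyme with probe and DMSO and 100% = no enzyme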
NRP1-CendR mod = NRP-1/CendR interaction modulation | O14786 | FAM-RPARPAR peptide binding to NRP-1, fluorescence polarization | inhibition, % at 25 µM | hit rate 0.85% among 360,000;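 active means inhibition or corrected inhibition above about 18%, plus a signal ratio from 0.5 to 1.5, limit read from the data, passing the limit was not always enough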; further: strong numbers were not always called active
bovine MsrA act = activates bovine MsrA enzyme | hit rate 0.3% among 360,000 | activation, % at 10.6 µM | purified bovine MsrA, absorbance read-out; in the data active means activation above about 7.5%;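 further: 0% = vehicle and 100% = reference activator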
MsrA inhibitor = inhibits bovine methionine sulfoxide reductase A | purified bovine MsrA, absorbance read-out | inhibition, % at 15.5 µM | hit rate 0.75% among 360,000 | AID 651718; in the data active means inhibition above about 4.5%;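 further: 0% = vehicle wells with enzyme and 100% = reference inhibitor wells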
TbMetRS inhib = Trypanosoma brucei MetRS inhibition; AID 624268; purified T. brucei MetRS, ATP depletion, Kinase-Glo luminescence; hit rate 0.4% among 360,000; inhibition, % at 11.9 µM;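 active means inhibition above a per-plate cutoff of the control wells' mean inhibition plus 3 SD, cut at about 5.5% in these data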;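 further: 0% = DMSO wells median and 100% = median of wells with control inhibitor compound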
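Material: T. brucei methionyl-tRNA synthetase, purified; reagent: substrates ATP, L-methionine and bulk Escherichia coli tRNA; dosing: 11.9 µM single point; timing: 15 min plus 2 h at 25 °C; detection: luminescence of leftover ATP; evaluation: % inhibition; control set: DMSO-only wells as low control; replicates: singlicate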
SUMO1-SIM PPI = alters human SUMO1 binding to SIM partners | P63165 | SUMO1 binding to a labelled peptide, TR-FRET, 1 h | inhibition, % at 20 µM | hit rate 0.33% among 360,000; in the data active means inhibition above about 37%
Target sequence (P63165 whole entry, looked up): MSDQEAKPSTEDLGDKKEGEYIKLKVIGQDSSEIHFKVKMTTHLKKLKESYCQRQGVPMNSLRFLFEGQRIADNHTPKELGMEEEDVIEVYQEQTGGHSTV
STEP inh = STEP (human) phosphatase inhibition; P54829; inhibition, % at 20 µM; recombinant STEP, OMFP fluorogenic substrate, fluorescence; hit rate 0.25% among 360,000; AID 588621;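 active means inhibition at 20 µM, scaled per plate between control wells, above about 37%, limit read from the data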;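 further: 0% = DMSO with enzyme and substrate and 100% = substrate only without enzyme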
Target sequence (P54829 whole entry, looked up): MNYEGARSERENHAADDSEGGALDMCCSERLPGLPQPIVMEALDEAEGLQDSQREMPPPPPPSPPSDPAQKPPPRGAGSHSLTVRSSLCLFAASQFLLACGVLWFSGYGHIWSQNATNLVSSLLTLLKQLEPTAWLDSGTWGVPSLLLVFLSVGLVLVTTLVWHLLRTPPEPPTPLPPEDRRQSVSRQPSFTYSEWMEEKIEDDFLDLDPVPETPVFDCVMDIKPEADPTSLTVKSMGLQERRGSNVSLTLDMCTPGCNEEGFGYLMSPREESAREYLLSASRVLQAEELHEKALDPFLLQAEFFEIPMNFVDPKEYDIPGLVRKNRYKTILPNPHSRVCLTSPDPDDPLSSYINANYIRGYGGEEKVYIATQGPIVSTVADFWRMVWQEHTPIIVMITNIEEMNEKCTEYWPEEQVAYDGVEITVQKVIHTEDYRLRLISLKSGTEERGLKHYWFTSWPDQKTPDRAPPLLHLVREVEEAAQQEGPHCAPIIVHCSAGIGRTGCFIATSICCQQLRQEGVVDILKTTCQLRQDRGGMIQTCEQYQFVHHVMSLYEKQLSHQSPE
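material = STEP tyrosine phosphatase | reagent = fluorogenic phosphatase substrate OMFP at 25 µM final | doses = single compound dose of 20 µM, 1% DMSO final | schedule = 20 min reaction, room temperature, in the dark | measured by = fluorescence, 480/540 nm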
DNMT1 block = inhibitors of human DNMT1; AID 588458; inhibition (reported as % activation of signal), % at 10 µM; hit rate 0.83% among 360,000; P26358; DNMT1 molecular beacon, Hinp1I cleavage, fluorescence; in the data active means inhibition above about 50%
Scp1 inh = Scp-1 (human) phosphatase inhibition; Q9GZU7; AID 493091; inhibition, % at 20 µM; hit rate 0.88% among 340,000; Recombinant Scp1, phosphopeptide, malachite green phosphate absorbance;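 active means inhibition above about 50% at 20 µM, limit read from the data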;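 further: plate controls were DMSO wells with enzyme for no effect and wells lacking enzyme for full effect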
Target sequence (Q9GZU7 76-261 limits assumed): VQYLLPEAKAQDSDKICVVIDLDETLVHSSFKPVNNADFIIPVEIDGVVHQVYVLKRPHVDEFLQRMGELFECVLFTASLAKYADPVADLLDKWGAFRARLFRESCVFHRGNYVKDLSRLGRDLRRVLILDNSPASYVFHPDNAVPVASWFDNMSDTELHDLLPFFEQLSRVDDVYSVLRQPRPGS
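Material: truncated SCP-1 phosphatase (76-261aa) / Buffer or medium: 50 mM Tris acetate pH 5.5, 0.005% Tween-20, 10 mM MgCl2 / Compound dosing: one concentration, 20 µM, with 1.0% DMSO / Incubation: 45 min room-temperature reaction, 5 min colour, 30 min stabiliser / Detection: colorimetric free-phosphate detection, absorbance 630 nm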
LMPTP inh = blocks human LMPTP phosphatase. AID 651560. recombinant LMPTP-A, OMFP fluorogenic substrate, fluorescence intensity. hit rate 0.22% among 360,000. inhibition, % at 20 µM. P24666;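 active means compounds that cut the enzyme signal by at least half of the control window in the single-dose screen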;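 further: plate controls were DMSO wells with enzyme plus substrate for no effect and substrate without enzyme for full effect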
Target sequence (P24666 whole entry, looked up): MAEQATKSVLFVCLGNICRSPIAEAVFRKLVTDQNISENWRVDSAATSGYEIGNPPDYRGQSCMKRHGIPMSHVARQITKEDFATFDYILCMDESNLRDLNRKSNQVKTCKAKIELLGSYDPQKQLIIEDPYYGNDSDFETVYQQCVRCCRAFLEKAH
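material = LMPTP-A | quantity = 0.625 nM enzyme | reagent = OMFP substrate, 400 µM final | buffer or medium = Bis-Tris pH 6.0, DTT, detergent | detection = endpoint fluorescence intensity from OMFP dephosphorylation | dosing = single 20 µM dose | read-out basis = % inhibition relative to no-enzyme and uninhibited control wells | control set = no-enzyme and uninhibited controls | timing = 50 min at room temperature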
Active calls of the source: *; . = no result given. An unsorted share of the library; any-hit rate near 4.3%.

Each structure is followed by: E coli Lon inh	NRP1-CendR mod	bovine MsrA act	MsrA inhibitor	TbMetRS inhib	SUMO1-SIM PPI	STEP inh	DNMT1 block	Scp1 inh	LMPTP inh
#1 CCc1nn(CC(=O)NCc2ccccc2Cl)c(=O)c2cccn12
  -6	4	-2	-0.2	0.4	0	-1	-1	-6	1.0
#2 Cc1ccc(Cl)cc1NC(=S)N(C)N
  -3	4	-2	0.6	-0.2	-6	2	-2	-2	-1.0
#3 O=C(Nc1ccccc1)/C(=C/c1ccc([N+](=O)[O-])cc1)NC(=O)c1ccccc1
  -15	0	-2	0.7	-0.6	-4	1	25	0	0.3
#4 O=C(NCC1CCCO1)c1cc(-c2ccccc2)on1 (stereo unspecified)
  0	8	-2	0.4	-0.1	-2	-1	1	-8	-0.2
#5 O=C(NCc1ccc(F)cc1)C(c1ccc(F)cc1)N(C(=O)c1csnn1)C1CC1 (stereo unspecified)
  -9	7	0	-0.8	0.9	2	1	1	-4	0.0
#6 CCN(c1ccccc1)S(=O)(=O)c1ccc(C(=O)NCC2(N(C)C)CCCCC2)cc1
  1	9	-11	0.1	0.1	-1	-2	2	0	-1.1
#7 CC12C=CC(=O)C=C1CCC1C2C(=O)CC2(C)C1CCC2(O)C(=O)CO (stereo unspecified)
  -6	-7	-6	0.1	-1.8	4	2	-4	-9	-0.6
#8 CCCCOC(=O)C1=C(C)NC(=O)NC1c1cc2c(cc1Br)OCO2 (stereo unspecified)
  -9	10	-2	-0.6	0.4	4	-2	0	-8	1.0
#9 O=C(CSc1nc2c(cnn2-c2cccc(Cl)c2)c(=O)[nH]1)NCCC1=CCCCC1
  1	-3	-8	-0.8	-0.2	10	1	10	3	-0.6
#10 Cc1ccc(-c2nc3cc(C)ccc3o2)cc1
  -1	5	-2	-0.5	0.1	9	-2	-1	-8	1.3
#11 COC(=O)c1oc2ccccc2c1NC(=O)/C=C/C(=O)O
  5	-8	-3	1.8	-0.4	-1	0	1	-4	-0.1
#12 CCCc1nc2cc(CC(=O)OC)ccc2o1
  -2	5	-2	-0.7	-0.2	4	-4	-1	-2	-0.9
#13 O=C(NCc1ccccc1F)c1ccc2c(c1)OCCO2
  -3	5	-2	0.1	-0.6	1	2	1	-2	0.3
#14 CC(NC(=O)C1CCN(S(=O)(=O)c2ccc3nc4c(c(C(=O)O)c3c2)CCCC4)CC1)c1ccccc1 (stereo unspecified)
  -9	-8	-2	-0.6	0.1	8	3	-6	1	-0.1
#15 CC1CCC/C(=N/Nc2ccc([N+](=O)[O-])cc2[N+](=O)[O-])C1 (stereo unspecified)
  6	10	-2	1.9	-0.1	-29	8	8	0	1.4
#16 COc1ccc(OC)c(C2C(C#N)=C(N)Oc3c2c(C)nn3-c2cccc(Cl)c2)c1 (stereo unspecified)
  -4	-14	-1	0.4	1.0	-1	1	-15	-13	1.2
#17 Cc1cc(-c2cc(C(=O)NC3CCCC3)on2)nc(NC2CCCC2)n1
  -1	3	0	-0.6	-0.3	6	-1	1	-2	1.2
#18 O=C(NC(=S)N1CCOCC1)C12CC3CCC(CC(C3)C1)C2
  -16	-12	-3	-0.2	-0.6	1	-2	2	-12	-0.5
#19 O=C(COc1ccc(S(=O)(=O)N2CCCCC2)cc1)NCc1ccncc1
  -5	9	-10	-0.5	1.1	-2	-1	13	-5	-0.6
#20 C#CCOCCOCCOCCNc1nc(N2CCN(C(=O)Cn3cc(CC(C)O)nn3)CC2)nc(N2CCN(C(=O)Cn3cc(CC(C)O)nn3)CC2)n1 (stereo unspecified)
  -2	4	-2	-0.8	-0.1	5	-1	7	1	-2.3
#21 O=C(CN1C(=O)C2(OCCO2)c2ccccc21)c1ccc(Cl)cc1
  8	0	-11	-0.5	-0.9	-2	-2	1	-4	1.4
#22 Cc1nn(Cc2ccc(Cl)cc2)c(C)c1NC(=O)CSc1n[nH]c(C)c1[N+](=O)[O-]
  -4	-9	0	-0.5	0.3	-3	2	-1	-10	1.1
#23 CCCCn1c(N)c(N(CCOC)C(=O)c2cc(Cl)nc3ccccc23)c(=O)[nH]c1=O
  -7	8	-2	1.2	-0.4	0	2	0	-7	-0.5
#24 O=C1OCCC1S(=O)(=O)c1ccc2ccccc2c1 (stereo unspecified)
  -12	-8	-4	1.2	-1.0	1	-3	6	-14	-1.7
#25 O=C(O)c1ccc(N/N=C/c2cc3c(cc2[N+](=O)[O-])OCO3)cc1
  6	-4	-8	2.4	1.6	-4	0	0	26	6.5
#26 Cc1ccccc1C(=O)Nc1c(-c2cccs2)c(=O)c2ccccc2n1C
  -3	9	-3	1.1	-0.5	2	1	1	-7	-1.6
#27 CCOC(=O)C1CCN(Cc2ccc3ccccc3c2)CC1
  -10	31*	-10	-0.4	-1.8	1	-1	1	-5	-1.3
#28 CC(C)[C@H](NC(=O)C1CCN(S(=O)(=O)c2ccc(F)cc2)CC1)C(=O)NCc1ccco1
  -3	7	-2	-1.3	0.1	-2	2	2	-9	-0.5
#29 CC(C)(C)c1csc(NC(=O)C2=COCCO2)n1
  -12	8	-3	1.6	-0.5	-2	0	4	1	0.1
#30 Cc1cccc(NC(=S)NCC(c2ccccc2)N(C)C)c1 (stereo unspecified)
  -2	6	-2	-0.4	-0.2	2	3	1	-3	0.9

Quoted at random: four compounds from above, in no set order.
Each structure is followed by: E coli Lon inh	NRP1-CendR mod	bovine MsrA act	MsrA inhibitor	TbMetRS inhib	SUMO1-SIM PPI	STEP inh	DNMT1 block	Scp1 inh	LMPTP inh
#20 C#CCOCCOCCOCCNc1nc(N2CCN(C(=O)Cn3cc(CC(C)O)nn3)CC2)nc(N2CCN(C(=O)Cn3cc(CC(C)O)nn3)CC2)n1 (stereo unspecified)
  -2	4	-2	-0.8	-0.1	5	-1	7	1	-2.3
#7 CC12C=CC(=O)C=C1CCC1C2C(=O)CC2(C)C1CCC2(O)C(=O)CO (stereo unspecified)
  -6	-7	-6	0.1	-1.8	4	2	-4	-9	-0.6
#25 O=C(O)c1ccc(N/N=C/c2cc3c(cc2[N+](=O)[O-])OCO3)cc1
  6	-4	-8	2.4	1.6	-4	0	0	26	6.5
#24 O=C1OCCC1S(=O)(=O)c1ccc2ccccc2c1 (stereo unspecified)
  -12	-8	-4	1.2	-1.0	1	-3	6	-14	-1.7

(cont.)
31: CCN1CCCC1CNC(=O)c1ccc2c(c1)N(Cc1ccccc1F)C(=O)c1ccccc1S2(=O)=O (stereo unspecified)
32: NS(=O)(=O)c1cccc(NC(=O)CSc2nc3ccccc3c(=O)n2Cc2ccco2)c1
33: CCc1ccccc1NC(=O)c1ccc2c(c1)CCN2S(C)(=O)=O
34: CCCCn1c(NS(=O)(=O)c2ccc(C)cc2)c(S(=O)(=O)c2ccccc2)c2nc3ccccc3nc21
35: C=CCN(Cc1cccc(OC)c1OC)C(=O)Oc1ccccc1
36: COC(=O)c1cc(-c2ccc(Cl)cc2)n[nH]1

entry no. | 31 | 32 | 33 | 34 | 35 | 36
E coli Lon inh | -4 | -6 | 5 | -8 | -5 | -3
NRP1-CendR mod | 14 | -2 | 3 | -3 | 8 | 18
bovine MsrA act | -6 | -5 | -2 | -12 | -2 | -4
MsrA inhibitor | 1.3 | 2.1 | -0.4 | 0.4 | -0.5 | -0.6
TbMetRS inhib | -0.3 | -0.2 | -2.2 | 8.7* | 0.3 | 0.8
SUMO1-SIM PPI | 13 | 5 | 6 | 50* | 3 | -3
STEP inh | 1 | -3 | 2 | 3 | -3 | -3
DNMT1 block | -2 | -10 | 4 | 55* | -1 | -2
Scp1 inh | -5 | -10 | -5 | -17 | -4 | -1
LMPTP inh | -0.1 | 0.4 | -1.7 | 25 | -0.6 | 0.1

37: Cc1cccc(CSCCNC(=O)CSCc2ccc([N+](=O)[O-])cc2)c1
38: COc1ccc(C(O)C(CN2CCOCC2)c2ccccc2)cc1 (stereo unspecified)
39: COc1ccc(C(=O)NC(C)CCc2ccccc2)c(OC)c1 (stereo unspecified)
40: COc1cccc(C(=O)NCCN2CCC(n3c(=O)[nH]c4ccccc43)CC2)c1
41: Cc1cccc(-c2c(NC(=O)c3ccco3)oc3c(C)cccc3c2=O)c1
42: COc1cccc(N=Nc2c(N)[nH][nH]c2=O)c1

entry no. | 37 | 38 | 39 | 40 | 41 | 42
E coli Lon inh | 0 | 2 | 36* | -1 | 2 | 5
NRP1-CendR mod | -1 | -39 | -8 | -7 | 5 | -5
bovine MsrA act | -5 | -4 | 1 | 0 | -1 | -2
MsrA inhibitor | -0.6 | -0.5 | -0.6 | -0.5 | -0.3 | 1.8
TbMetRS inhib | -0.4 | -0.2 | -1.1 | -0.1 | -0.2 | -0.1
SUMO1-SIM PPI | -15 | -4 | 12 | 1 | 0 | -19
STEP inh | -4 | 2 | 0 | . | -1 | -2
DNMT1 block | -3 | 4 | 1 | . | -1 | -4
Scp1 inh | -12 | 3 | -13 | . | -10 | -7
LMPTP inh | 1.1 | -1.4 | 0.2 | 4.9 | 0.6 | 0.4

43: c1ccc(COc2ncnc3c2ncn3CCCNCc2ccc3c(c2)OCO3)cc1
44: COc1ccc(CCNC(=O)Nc2ccc3c(c2)OCO3)cc1OC
45: CNc1ccc(/C=C(\CCC(=O)O)c2nc3ccccc3s2)cc1[N+](=O)[O-]
46: COc1ccc(-n2c(-c3ccccc3)c[n+]3c2CCC3)cc1
47: O=C(NC1CCCC1)C1CC1c1ccccc1 (stereo unspecified)

entry no. | 43 | 44 | 45 | 46 | 47
E coli Lon inh | -6 | -11 | -1 | 2 | -1
NRP1-CendR mod | 10 | 13 | -1 | -13 | -4
bovine MsrA act | 0 | -3 | -6 | -2 | -4
MsrA inhibitor | -0.3 | -0.2 | 4.8* | -0.7 | -1.0
TbMetRS inhib | -0.5 | -0.3 | -0.5 | -0.4 | -0.3
SUMO1-SIM PPI | 4 | 2 | 9 | -1 | 0
STEP inh | -1 | 0 | 5 | -1 | -10
DNMT1 block | 4 | -1 | -3 | -1 | 3
Scp1 inh | -8 | -7 | 45 | 7 | -4
LMPTP inh | -0.8 | -1.6 | 3.2 | -1.6 | -1.6

Source: PubChem
